# Compound activity: PubChem, The Scripps Research Institute Molecular Screening Center
# PME-1 inh = PME-1 (human) inhibition. Q9Y570. recombinant PME-1, FP-Rh probe fluorescence polarization. inhibition, % at 5.9 µM. 0.53% of 320,000 active. AID 2130;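 active = inhibition above the campaign mean of all compounds plus 3 SD, cut at about 26% in these data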;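 note: competitive labeling of PME-1 active site by serine hydrolase directed probe; 0% = PME-1 with DMSO and 100% = wells lacking PME-1 enzyme; inhibitors block probe labeling so polarization falls and inhibition rises; many of its hits are not listed in these tables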
# GSTO1 counter = counter-screen for RBBP9 inhibitors: inhibitors of human GSTO1. P78417. 1.1% of 300,000 active. inhibition, % at 5.96 µM. recombinant GSTO1, activity-based probe fluorescence polarization. AID 1974;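 active = inhibition above the campaign mean inhibition plus 3 SD, cut at about 35% in these data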;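 note: 0% = GSTO1-1 with DMSO and 100% = wells lacking GSTO1-1 enzyme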
# LYPLA2 inh = counter-screen for PME1 inhibitors: inhibitors of human LYPLA2; O95372; recombinant LYPLA2, FP-Rh probe fluorescence polarization; inhibition, % at 5.9 µM; 0.38% of 320,000 active;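 active = inhibition above the screen-wide mean plus 3 SD, limit set per campaign, cut at about 26% in these data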;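 note: 0% = LYPLA2 with DMSO and 100% = wells lacking LYPLA2 enzyme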
# PAFAH2 FP inh = PAFAH2 (human) inhibition; Q99487; recombinant PAFAH2, FP-rhodamine activity probe, fluorescence polarization; inhibition, % at 3.39 µM; 0.99% of 340,000 active; AID 492956;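 active = inhibition above the mean over all tested compounds plus 3 SD, cut at about 30% in these data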;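 note: inhibitors block probe labeling of enzyme so polarization drops; 0% = enzyme with DMSO and 100% = wells lacking PAFAH2 protein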
# PAFAH1B3 inh = inhibitors of human PAFAH1B3 | AID 492972 | recombinant PAFAH1B3, FP-rhodamine probe, fluorescence polarization | inhibition, % at 3.39 µM | 0.28% of 340,000 active | Q15102;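 active = inhibition above the screen-wide average of all tested compounds plus 3 SD, cut at about 25% in these data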;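 note: 0% = enzyme with DMSO only and 100% = wells lacking PAFAH1B3 protein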
# PAD4 inh = PAD4 (human) enzyme inhibition; inhibition, % at 6.36 µM; recombinant PAD4, RCA probe fluorescence polarization; 0.41% of 330,000 active; AID 485272; Q9UM07;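 active = percent inhibition above a cutoff equal to the mean of all tested compounds plus 3 SD, cut at about 15% in these data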;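 note: 0% = PAD4 with RCA probe and DMSO and 100% = probe without PAD4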
# Target sequence (Q9UM07 whole entry, looked up): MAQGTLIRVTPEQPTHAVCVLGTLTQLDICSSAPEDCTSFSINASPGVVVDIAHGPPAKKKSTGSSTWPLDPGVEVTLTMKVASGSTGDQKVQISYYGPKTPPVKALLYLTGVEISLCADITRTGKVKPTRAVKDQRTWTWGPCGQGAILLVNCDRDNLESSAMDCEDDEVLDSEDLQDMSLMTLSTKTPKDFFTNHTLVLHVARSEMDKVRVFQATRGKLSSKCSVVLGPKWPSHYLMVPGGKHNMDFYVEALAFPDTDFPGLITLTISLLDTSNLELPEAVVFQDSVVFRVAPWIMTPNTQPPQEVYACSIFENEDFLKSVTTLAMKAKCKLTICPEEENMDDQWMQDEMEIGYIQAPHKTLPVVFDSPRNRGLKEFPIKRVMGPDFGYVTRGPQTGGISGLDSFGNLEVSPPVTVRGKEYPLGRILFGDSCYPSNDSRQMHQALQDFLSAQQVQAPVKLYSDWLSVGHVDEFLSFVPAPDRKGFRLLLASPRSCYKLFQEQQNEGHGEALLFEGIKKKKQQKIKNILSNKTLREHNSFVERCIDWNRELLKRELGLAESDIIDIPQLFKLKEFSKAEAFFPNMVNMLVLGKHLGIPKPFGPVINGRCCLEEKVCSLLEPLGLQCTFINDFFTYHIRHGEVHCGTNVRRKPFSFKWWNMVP
# PAFAH1B2 FP inh = inhibitors of human PAFAH1B2. P68402. recombinant PAFAH1B2, FP-rhodamine activity probe, fluorescence polarization. inhibition, % at 3.39 µM. 1.2% of 340,000 active;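 active = inhibition above the mean of all tested compounds plus 3 SD, cut at about 24% in these data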;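 note: 0% = enzyme with DMSO and 100% = wells lacking PAFAH1B2; many of its hits are not listed in these tables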
# pPAFAH inh = inhibitors of human plasma PAF acetylhydrolase (pPAFAH); recombinant pPAFAH, FP-rhodamine probe fluorescence polarization; Q13093; inhibition, % at 3.39 µM; AID 463082; 1.5% of 330,000 active;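 active = inhibition above the mean inhibition across the screen plus 3 SD, cut at about 25% in these data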;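 note: inhibitors block binding of the rhodamine activity-based probe so polarization drops; 0% = enzyme with DMSO and 100% = wells lacking pPAFAH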
# Target sequence (Q13093 whole entry, looked up): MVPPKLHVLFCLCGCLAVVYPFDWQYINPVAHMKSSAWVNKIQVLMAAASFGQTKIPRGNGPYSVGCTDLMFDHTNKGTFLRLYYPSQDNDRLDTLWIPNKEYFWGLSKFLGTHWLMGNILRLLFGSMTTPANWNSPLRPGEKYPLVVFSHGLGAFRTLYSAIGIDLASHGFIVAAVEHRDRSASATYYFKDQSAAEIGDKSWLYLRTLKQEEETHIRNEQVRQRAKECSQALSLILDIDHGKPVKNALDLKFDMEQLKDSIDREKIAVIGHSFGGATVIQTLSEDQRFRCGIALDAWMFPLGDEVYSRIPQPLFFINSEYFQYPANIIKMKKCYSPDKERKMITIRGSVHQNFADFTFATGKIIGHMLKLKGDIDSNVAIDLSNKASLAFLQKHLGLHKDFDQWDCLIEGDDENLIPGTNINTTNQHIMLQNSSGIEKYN
# LYPLA1 inh = LYPLA1 (human) inhibition in PME1 counter-screen; recombinant LYPLA1, FP-Rh probe fluorescence polarization; inhibition, % at 5.9 µM; 0.16% of 320,000 active;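 active = inhibition above the mean of all tested compounds plus 3 SD, set per campaign, cut at about 14% in these data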;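 note: inhibitors block serine hydrolase probe labeling of LYPLA1 so polarization falls; 0% = enzyme with DMSO and 100% = wells lacking LYPLA1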
# Numbers without * were called inactive; . = no result given. Not all compounds are listed (hit frequency here may not be typical).
# A first look (6 entries):
canonical_smiles	PAFAH1B2 FP inh	PAFAH2 FP inh	PAD4 inh	PAFAH1B3 inh	LYPLA2 inh	pPAFAH inh	PME-1 inh	GSTO1 counter	LYPLA1 inh
CCCCCCN=C(C)c1c(O)n(Cc2ccccc2)c(=O)[nH]c1=O	3	3	-1	7	6	7	6	-2	-1
COc1ccc(CNCCc2c(C)[nH]c3ccc(OC(F)(F)F)cc23)c(OC)c1	5	4	-2	5	0	4	4	0	4
CCCCN=Cc1c(O)n(-c2c(C)cc(C)cc2C)c(=O)[nH]c1=O	6	7	4	2	2	0	-4	9	0
Clc1ccc(N2CCN(Cc3ccccc3Cl)CC2)cc1	8	1	-3	-6	5	3	1	6	5
Cc1cc(N)n(C2CCN(C)CC2)n1	3	-5	-4	4	-4	4	-2	4	0
O=C(COc1ccc2ccccc2c1)N1CCN(Cc2ccncc2)CC1	-2	5	3	-2	11	-1	2	-5	5

# Results, from the first entry:
canonical_smiles	PAFAH1B2 FP inh	PAFAH2 FP inh	PAD4 inh	PAFAH1B3 inh	LYPLA2 inh	pPAFAH inh	PME-1 inh	GSTO1 counter	LYPLA1 inh
CCCCCCN=C(C)c1c(O)n(Cc2ccccc2)c(=O)[nH]c1=O	3	3	-1	7	6	7	6	-2	-1
COc1ccc(CNCCc2c(C)[nH]c3ccc(OC(F)(F)F)cc23)c(OC)c1	5	4	-2	5	0	4	4	0	4
CCCCN=Cc1c(O)n(-c2c(C)cc(C)cc2C)c(=O)[nH]c1=O	6	7	4	2	2	0	-4	9	0
Clc1ccc(N2CCN(Cc3ccccc3Cl)CC2)cc1	8	1	-3	-6	5	3	1	6	5
Cc1cc(N)n(C2CCN(C)CC2)n1	3	-5	-4	4	-4	4	-2	4	0
O=C(COc1ccc2ccccc2c1)N1CCN(Cc2ccncc2)CC1	-2	5	3	-2	11	-1	2	-5	5
CC1=NCCc2c1[nH]c1ccccc21	6	3	-12	4	-5	3	-11	-12	-4
Cc1ccc(N2C(=O)NC(=O)/C(=C\c3cccn3C(C)(C)C)C2=O)cc1	1	43*	-5	15	-2	1	-1	1	-1
O=C(Nc1nc(-c2ccccc2)c(-c2ccccc2)s1)c1ccc(S(=O)(=O)N(CCCl)CCCl)cc1	-15	-32	-1	-26	-15	-7	-23	1	-9
Cc1nc2cc(C(=O)N3CCC4(CC3)OCCO4)ccc2n1-c1ccc(Br)cc1	7	-2	1	11	-8	20	-2	5	-6
Cn1c(O)c(/C=C2\N=c3ccccc3=C2CCNC(=S)NC2CC2)c(=O)n(C)c1=O	56*	4	-2	6	0	0	-2	10	-1
CC(OC(=O)c1cn(C)c2ccccc12)C(=O)N1CCCC1 (centres undefined)	-6	2	1	8	2	1	-1	.	-1
CCOc1cc2c(cc1OCC)-n1cccc1C(c1cccc(F)c1)NC2 (centres undefined)	3	2	0	0	-2	7	-6	-4	0
CCCn1nc2ccccc2c1P(=O)(N1CCOCC1)N1CCOCC1	1	-12	1	7	10	2	4	5	2
Cc1cccc(OP(=O)(Nc2ccc(F)cc2)Oc2cccc(C)c2)c1	0	-2	-2	-5	1	-2	2	-4	6
COc1ccc2nc(NC(=O)CCc3nc(C4=CCN(C)CC4)no3)sc2c1	1	3	-2	3	4	7	-3	-3	0

# Shown field by field: 3 of the compounds above.
> Cc1nc2cc(C(=O)N3CCC4(CC3)OCCO4)ccc2n1-c1ccc(Br)cc1
  PAFAH1B2 FP inh: 7; PAFAH2 FP inh: -2; PAD4 inh: 1; PAFAH1B3 inh: 11; LYPLA2 inh: -8; pPAFAH inh: 20; PME-1 inh: -2; GSTO1 counter: 5; LYPLA1 inh: -6
> Cn1c(O)c(/C=C2\N=c3ccccc3=C2CCNC(=S)NC2CC2)c(=O)n(C)c1=O
  PAFAH1B2 FP inh: 56*; PAFAH2 FP inh: 4; PAD4 inh: -2; PAFAH1B3 inh: 6; LYPLA2 inh: 0; pPAFAH inh: 0; PME-1 inh: -2; GSTO1 counter: 10; LYPLA1 inh: -1
> CC(OC(=O)c1cn(C)c2ccccc12)C(=O)N1CCCC1 (centres undefined)
  PAFAH1B2 FP inh: -6; PAFAH2 FP inh: 2; PAD4 inh: 1; PAFAH1B3 inh: 8; LYPLA2 inh: 2; pPAFAH inh: 1; PME-1 inh: -1; GSTO1 counter: .; LYPLA1 inh: -1

# Later entries:
canonical_smiles	PAFAH1B2 FP inh	PAFAH2 FP inh	PAD4 inh	PAFAH1B3 inh	LYPLA2 inh	pPAFAH inh	PME-1 inh	GSTO1 counter	LYPLA1 inh
N#CC(C#N)=C(N)c1cccnc1	-2	3	-7	0	0	-4	-3	-9	5
CCOC(=O)C1=C(N)OC(C)=C(C(=O)OCCOC)C12C(=O)Nc1ccccc12 (centres undefined)	-2	-4	8	-3	3	-2	-3	-3	-3
COc1ccc(N2C(=O)CC(N3CCC(n4c(=O)[nH]c5ccccc54)CC3)C2=O)cc1 (centres undefined)	-3	-10	7	3	7	2	-1	3	0
Cn1c(O)c(/C=N/N2CCOCC2)c(=O)n(-c2ccccc2)c1=S	3	-1	0	4	5	2	-6	0	1
O=C(NCC(c1cccnc1)N1CCOCC1)Oc1ccccc1 (centres undefined)	-4	-2	-1	0	1	8	0	0	4
O=C(c1ccc(C(F)(F)F)cc1)C1CCCN(Cc2ccc(CO)o2)C1 (centres undefined)	3	4	-2	6	10	6	8	0	4
CCCN(CC1CC1)CC(O)c1ccccc1 (centres undefined)	2	-2	2	1	-2	7	-1	-3	2
Cc1cccc(OP(N)(=O)Oc2cccc(C)c2)c1	9	3	0	10	4	1	8	-4	1
CCOP(=O)(OCC)C(NC(=O)C(Cl)Cl)C(Cl)(Cl)Cl (centres undefined)	0	5	-1	0	0	5	-9	4	-1
Fc1cccc(CNCCc2c[nH]c3ccccc23)c1	-3	-8	1	8	4	3	6	3	-2
C=CCn1c(O)c(C(CC)=NCCN2CCN(C(=S)NC)CC2)c(=O)[nH]c1=O	2	7	1	10	3	1	0	1	0
Cc1cccc(-n2c(-c3ccccc3)nc3ccccc3c2=O)n1	8	-1	-2	1	6	2	0	-9	2
O=C(c1ccc(Cl)cc1)C1CCCN(Cc2cccc3ncccc23)C1 (centres undefined)	2	-8	-1	-2	4	2	0	-2	2
CCN1CCN(c2ccc(N)cc2C)CC1	2	2	1	1	1	2	7	-8	3
O=C(O)C1C2c3ccccc3C(c3ccccc32)C1C(=O)Nc1ccccc1 (centres undefined)	4	3	4	2	2	0	1	-4	6
O=S(=O)(c1ccc(Cl)cc1)N1CC1c1ccccc1 (centres undefined)	11	-4	0	-1	3	3	-3	35*	0
C[Se]C[C@@H](N)C(=O)O	-2	-4	3	5	5	3	-5	8	-3
CC(=O)N1CCC2(CC1)CC(=O)c1cc(OCC(=O)N3CCC4(CC3)OCCO4)ccc1O2	3	-6	5	2	-5	1	3	3	-5
CCc1ccccc1NC(=O)CN1CCN(C(=O)COc2ccccc2C#N)CC1	-1	-10	0	6	2	1	4	.	-2
CC1C(c2cccs2)=[N+]([O-])C(C)(C(=O)c2ccc(F)cc2)N1O (centres undefined)	5	-3	-2	0	-8	-4	-5	-3	-4
Cc1ccc(N2C(=O)NC(=O)/C(=C\c3cc(C)n(-c4ccc(C(=O)O)cc4)c3C)C2=O)cc1	-4	3	-1	6	-6	2	-2	14	-4
CCCCC/C(=N\O)c1c[nH]c2ccccc12	6	-6	2	6	7	0	0	-4	-2
O=C(COC(=O)Cc1ccccc1)Nc1ccc(F)cc1	1	23	-3	-4	4	23	2	-1	0
CC(=NCCO)c1c(O)n(C2CCCCC2)c(=O)[nH]c1=O	1	-3	5	3	7	1	3	-2	3
CCC1CN(C)CCC1(OC(C)=O)c1ccccc1 (centres undefined)	2	5	-3	2	6	6	8	5	2
S=C(c1ccc(Cl)cc1)N1CCOCC1	3	4	1	7	8	2	-2	6	4
O=C(Nc1ccc(F)cc1)c1c(O)c2c(n(Cc3ccccc3)c1=O)CCCC2	-1	-4	1	-1	3	-6	-7	1	1
COc1ccc(CC(=O)N2C[C@H]3C[C@@H](C2)c2cccc(=O)n2C3)cc1	5	4	3	10	5	2	-4	5	3
O=c1c2ccccc2nc(-c2ccco2)n1-c1ccc(Br)cn1	4	-5	-2	4	0	2	-3	-1	2
FC(F)(F)c1ccc(CNCCc2ccc3c(c2)OCO3)cc1	7	-7	-5	-5	9	5	5	-10	5
O=c1[nH]c(O)c(C=NC2CCCCC2)c(=O)[nH]1	2	-4	-1	5	3	8	1	8	-1
O=C(NC1(C(F)(F)F)Oc2ccc(Cl)cc2O1)N1CCC2(CC1)OCCO2 (centres undefined)	6	-2	-4	0	6	1	-9	62*	-1
O=c1[nH]c(O)c(Cc2ccc3c(c2)OCO3)c(=O)[nH]1	5	3	-3	3	8	7	4	8	2
O=C(c1ccc(F)cc1)C(Cc1ccccc1)N1CCCCC1 (centres undefined)	1	1	-2	-4	-1	1	1	-4	-2
COc1ccc(CC2c3cc(OC)c(OC)cc3CCN2C)cc1O (centres undefined)	-1	0	1	1	-1	-2	-1	9	0
O=c1[nH]c(O)c(C=Nc2cc(F)cc(F)c2)c(=O)[nH]1	-5	-2	-1	9	9	1	0	3	4
Cc1ccc(-n2c(O)c(/C=C/C=Nc3ccccc3)c(=O)[nH]c2=O)cc1	-8	-14	-2	-6	-14	-3	-15	-10	1
CC1CCCCN1Cc1ccc(Cl)nc1 (centres undefined)	3	3	1	5	0	-2	-7	-4	1
Cc1cc(OC(C)C(=O)NCc2ccncc2)c2c3c(c(=O)oc2c1)CCCC3 (centres undefined)	2	2	-1	-3	0	1	1	1	-2
O=P(NS(=O)(=O)c1ccc(Cl)cc1)(Oc1ccccc1)Oc1ccccc1	84*	-4	-1	7	6	1	-4	8	-1
COc1ccccc1N1CCN(Cc2c(F)cccc2Cl)CC1	4	-5	0	3	0	-5	1	2	-3
O=C1NC(=O)N(c2ccc3c(c2)OCO3)C(=O)/C1=C/c1ccc(N2CCCC2)o1	2	-7	-3	-8	-5	1	-5	-1	-5
CN(C)C(=O)Oc1ccc(Cl)c2ccccc12	-2	5	-1	6	0	5	4	5	-2
CN1CCN(CCC(=O)OC2CC3CCC(C2)N3C)CC1 (centres undefined)	0	0	4	1	5	0	2	2	1
CCNc1ccc(P(=S)(N(C)C)N(C)C)cc1	-1	-1	-4	1	3	0	-3	1	5
OC(CN1CC=C(c2ccccc2)CC1)c1ccccc1 (centres undefined)	2	11	3	4	6	4	2	6	-4
CC(CCc1ccccc1)NC(C)C(O)c1ccc(O)cc1 (centres undefined)	2	10	4	15	3	-1	-3	-1	4
C=CCn1c(O)c(C(C)=Nc2ccc(C(=O)OCC)cc2)c(=O)[nH]c1=O	5	2	2	7	17	9	3	-6	1
COC(=O)C1=C(c2ccc(S(C)(=O)=O)cc2)C[C@@H]2CC[C@H]1N2C(=O)NC1CC1	4	3	4	1	0	3	9	4	-1
CCOC(=O)c1ccc(N2C(=O)CC(N3CCC(C#N)(c4ccccc4)CC3)C2=O)cc1 (centres undefined)	4	1	-2	-5	15	6	4	0	5
O=C(c1cccn2c(=O)c3ccccc3nc12)N1CCC2(CC1)OCCO2	1	-6	-2	3	-2	-1	-8	-1	-2
C[N+]12CCC(CC1)C(C#N)(N1CCOCC1)C2 (centres undefined)	-1	-10	-2	3	-1	1	1	2	-2
CCc1ccc(CN2CCN(C(=O)Cc3ccccc3)CC2)cc1	2	2	-3	6	1	5	1	1	-1
